Keap1-Nrf2 PPI: inhibitors of human Keap1-Nrf2 protein-protein interaction; 340,000 tested, 0.15% active; Q14145; Keap1 Kelch-Nrf2 peptide fluorescence polarization, 1536-well; inhibition, % at 9.4 µM; in the data active means inhibition above about 12%;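 further: human Keap1 Kelch domain with fluorescein labeled Nrf2 9mer peptide probe; 0% = neutral control wells and 100% = peptide positive control; higher means more block of Keap1 binding to Nrf2 peptide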
PKA-R2B activ: activators of human PKA-R2B complex. P22694+P31323. PKA-R2B holoenzyme dissociation, Cy5-IP20 fluorescence polarization; R2B truncated from residue 108, S112A mutant; 0% DMSO only, 100% 113 µM cGMP. activation, % at 11.4 µM. 340,000 tested, 0.079% active. AID 504700;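 active means activation above a cutoff set at the mean over all compounds plus 3 SD, cut at about 18% in these data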;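 further: higher means more holoenzyme dissociation and a rise in polarization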
SR-BI DiI inh: inhibitors of mouse SR-BI mediated HDL lipid uptake. Q61009. ldlA[mSR-BI] CHO cells, DiI-HDL uptake fluorescence, 3 h. inhibition, % at 12.5 µM. 320,000 tested, 0.96% active;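 active means mean replicate inhibition of at least 70% and a set share of replicates each scoring 70 or more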;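 further: 0% = median of neutral control wells and 100% = median of positive control wells; values of inactives mirror those of a sister screen read the other way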
SR-BI uptake up: enhances SR-BI lipid uptake from DiI-HDL; CHO ldlA[mSR-BI] cells, DiI-HDL uptake fluorescence, 3 h; 100 = double the neutral-control signal; activation, % at 12.5 µM; 320,000 tested, 0.096% active; AID 504775;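 active means mean replicate activation of at least 60% and every replicate at or above 60%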;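 further: 0% = median plate neutral-control signal and 100% = twice that signal; values of inactives mirror those of a sister screen read the other way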
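Assay system: CHO ldlA[mSR-BI] cells, LDL receptor-null, SR-BI overexpressing; medium: Ham's F12 with 0.5% BSA, HEPES 25 mM, pH 7.4; also added: DiI-HDL 10 µg/mL; timing: 3 h uptake period with compound, 37 °C; signal: DiI fluorescence, bottom read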
C-LANA FP: blocks KSHV LANA C-terminal domain binding to DNA; inhibition, % at 9 µM; MBP-C-LANA/FAM-LBS DNA binding, fluorescence polarization; 340,000 tested, 0.078% active;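 active means highest replicate inhibition at or above 60% at 9 µM, even if other replicates fall short; inactive means all replicates below 60% inhibition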;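 further: 0% = neutral control wells and 100% = 4 µM acridine orange control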
Arr AP2 block: inhibitors of human beta-arrestin and AP2 interaction. FITC-arrestin peptide / GST-AP2 beads, flow cytometry; AP2 beta2 appendage carries R879A mutation. inhibition, % at 10 µM. 340,000 tested, 0.31% active;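 active means inhibition above a set limit, near 3 SD of compounds lacking own fluorescence, cut at about 54% in these data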;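 further: plate controls were DMSO wells for no effect and 5 µM unlabelled arrestin peptide for full effect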
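System: GST-AP2 R879A bound to glutathione beads, E. coli-expressed. Also added: 50 nM FITC-arrestin peptide. Schedule: compound with beads 12 min RT, then probe 1 h RT. Signal: bead flow cytometry, FITC channel. Read-out basis: percent response.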
DAGLB inh: blocks human DAGLB lipase activity; HEK293T DAGLB membrane lysate, EnzChek fluorogenic substrate; 340,000 tested, 0.059% active; Q8NCG7; inhibition, % at 5.17 µM; in the data active means inhibition above about 34%;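 further: 0% = enzyme with vehicle and 100% = wells lacking enzyme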
NSD2 inh: blocks human histone methyltransferase NSD2 | 310,000 tested, 0.54% active | NSD2 peptide methylation, AlphaScreen, 120 min | inhibition, % at 12.5 µM | O96028 | AID 743445; in the data active means inhibition above about 50%
Target sequence (O96028 whole entry, looked up): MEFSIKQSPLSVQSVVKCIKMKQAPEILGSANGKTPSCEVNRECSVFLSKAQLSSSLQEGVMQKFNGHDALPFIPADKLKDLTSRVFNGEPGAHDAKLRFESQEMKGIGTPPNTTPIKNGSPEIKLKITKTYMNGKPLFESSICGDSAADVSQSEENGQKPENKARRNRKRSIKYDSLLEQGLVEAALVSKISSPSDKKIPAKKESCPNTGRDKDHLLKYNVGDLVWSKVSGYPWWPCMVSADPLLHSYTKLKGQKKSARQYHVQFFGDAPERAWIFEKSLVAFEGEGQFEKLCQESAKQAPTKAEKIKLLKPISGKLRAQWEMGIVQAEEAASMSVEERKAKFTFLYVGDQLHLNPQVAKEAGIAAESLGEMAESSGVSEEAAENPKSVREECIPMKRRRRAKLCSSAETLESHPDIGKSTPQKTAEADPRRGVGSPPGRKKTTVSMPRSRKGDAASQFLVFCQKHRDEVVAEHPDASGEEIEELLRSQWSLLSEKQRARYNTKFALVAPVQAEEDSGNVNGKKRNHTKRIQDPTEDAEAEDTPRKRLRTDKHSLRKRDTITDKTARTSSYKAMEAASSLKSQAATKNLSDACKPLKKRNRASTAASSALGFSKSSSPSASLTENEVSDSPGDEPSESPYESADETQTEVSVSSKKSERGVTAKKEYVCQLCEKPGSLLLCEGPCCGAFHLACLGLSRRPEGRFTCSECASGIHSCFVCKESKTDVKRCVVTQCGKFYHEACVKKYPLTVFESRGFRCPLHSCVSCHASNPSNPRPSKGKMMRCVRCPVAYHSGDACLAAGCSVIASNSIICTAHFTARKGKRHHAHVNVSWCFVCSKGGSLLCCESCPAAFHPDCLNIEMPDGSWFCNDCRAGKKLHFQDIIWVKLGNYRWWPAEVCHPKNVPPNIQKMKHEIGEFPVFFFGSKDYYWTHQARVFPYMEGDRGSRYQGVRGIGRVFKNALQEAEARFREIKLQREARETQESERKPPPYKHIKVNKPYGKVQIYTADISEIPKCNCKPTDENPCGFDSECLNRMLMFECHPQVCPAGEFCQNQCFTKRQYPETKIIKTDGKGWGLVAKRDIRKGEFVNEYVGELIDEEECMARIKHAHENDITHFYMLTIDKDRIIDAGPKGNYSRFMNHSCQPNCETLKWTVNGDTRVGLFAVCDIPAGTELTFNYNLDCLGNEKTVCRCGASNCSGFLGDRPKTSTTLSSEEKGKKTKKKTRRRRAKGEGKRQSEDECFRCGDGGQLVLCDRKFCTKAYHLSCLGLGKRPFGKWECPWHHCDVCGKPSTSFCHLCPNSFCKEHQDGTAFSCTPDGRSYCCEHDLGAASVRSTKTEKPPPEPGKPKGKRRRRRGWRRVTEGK
Cardiac RTF inh: cardiac RTF calcium desensitization; P19429+P45379; IANBD-labeled cardiac RTF, Ca2+ fluorescence; inhibition, % at 7.15 µM; 340,000 tested, 0.12% active; AID 493244;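 active means inhibition above the mean inhibition of all tested compounds plus 3 SD, cut at about 17% in these data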;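 further: assay run at fixed EC70 calcium of 1.6 mM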
PvdQ inh: blocks Pseudomonas aeruginosa PvdQ acylase activity; AID 488965; inhibition, % at 10 µM; 340,000 tested, 0.063% active; purified PvdQ acylase, fluorescence plate reader; in the data active means inhibition above about 30%, passing the limit was not always enough;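 further: 0% = vehicle neutral wells and 100% = reference inhibitor wells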
Active calls of the source: *; . = no result given.

SMILES | Keap1-Nrf2 PPI | PKA-R2B activ | SR-BI DiI inh | SR-BI uptake up | C-LANA FP | Arr AP2 block | DAGLB inh | NSD2 inh | Cardiac RTF inh | PvdQ inh
Cc1ccc(C(=O)NCc2nc3ccccc3[nH]2)o1 | 0 | -4 | -6 | 6 | -0.4 | -2 | -2 | 2 | -12 | -11
CCOc1ccccc1CNn1cnnc1 | 3 | 7 | 6 | -6 | -0.9 | -16 | -2 | -4 | -4 | 19
CCCCCCNC(=O)CCCCCNS(=O)(=O)c1ccc(OC)cc1 | 0 | -4 | 18 | -18 | 2.4 | 2 | -3 | -1 | 17 | 1
OCCN(Cc1ccccc1)C(=S)Nc1ccc(F)cc1 | -2 | 9 | -2 | 2 | 1.9 | 29 | 1 | 0 | 3 | -4
Cn1cc(C(=O)c2ccc(Cl)cc2Cl)cc1C=O | -5 | 0 | -11 | 11 | -0.7 | 6 | -1 | -3 | 0 | -6
Cc1ccc(OCc2cc(C(=O)NCc3ccc(OC(F)(F)F)cc3)no2)cn1 | -1 | 0 | -30 | 30 | 0.4 | 0 | 0 | 2 | 2 | -16
O=C(O)COc1ccc(C(=O)Cc2ccc3c(c2)OCCCO3)c(O)c1 | 0 | -7 | -19 | 19 | 2.4 | 6 | 4 | -1 | -14 | -2
COC(=O)C1N[C@@H]([C@@H](NC(=O)COc2ccccc2)C(=O)NCc2ccccc2)SC1(C)C (some centres not stated) | -5 | 1 | 31 | -31 | -0.6 | -6 | 2 | . | 0 | -6
CC(C)c1ccc(NC2CCCN(C(=O)c3cnsn3)C2)cc1 (configuration not stated) | 4 | 2 | -9 | 9 | -0.9 | -10 | 0 | 8 | -13 | -14
OC(COC(c1ccccc1)c1ccccc1)CN1CCN(c2ccccn2)CC1 (configuration not stated) | -3 | -4 | 25 | -25 | 0.0 | 18 | -4 | . | 1 | 3
CCN1CCN(C(=O)CCCCCn2c(=O)[nH]c3cc(C(=O)OC)ccc3c2=O)CC1 | 0 | 0 | -24 | 24 | 0.4 | 8 | 0 | -8 | 3 | 4
Cc1ccc(-c2nc3sc(C#N)c(N)n3c(=O)c2C#N)cc1 | 14* | 6 | 7 | -7 | 3.7 | 12 | -5 | 0 | -43 | -9
CC(C)NC(=O)CN(CCc1ccccc1)S(C)(=O)=O | -8 | 3 | -14 | 14 | -0.1 | 15 | 1 | . | 0 | -16
COc1ccc(S(=O)(=O)N2CCN(C(=O)COc3ccc(C)c(C)c3)CC2)cc1OC | 0 | 0 | 11 | -11 | 1.4 | 17 | 1 | 2 | 3 | -3
C/C(=N\NC(=O)COc1ccc(C)cc1[N+](=O)[O-])c1cccs1 | 3 | -8 | 25 | -25 | 1.5 | 1 | 1 | 4 | -4 | -5
CC(C)CC(=O)Nc1cccc(C(=O)Nc2ccccc2C(=O)O)c1 | -8 | -6 | 0 | 0 | 1.4 | 0 | 5 | -2 | -8 | -24
O=C(NCc1nnc(SC/C=C/c2ccccc2)o1)c1ccco1 | 1 | -4 | 18 | -18 | 0.9 | 22 | 2 | 1 | 1 | 2
CNC(=O)[C@@]1(C)C=C[C@@H](Cc2ccccc2)N1C(=O)OC | -3 | -12 | -8 | 8 | -0.3 | 1 | -3 | . | -4 | -13
COC(=O)c1cc(NC(=O)c2cccs2)ccc1N1CCOCC1 | -1 | -1 | 16 | -16 | 0.4 | -2 | -3 | 0 | 11 | -2
Nc1nnc(CC(c2ccccc2)c2ccccc2)s1 | 1 | 10 | 6 | -6 | 2.3 | -3 | -1 | 0 | 3 | -17
Nc1ccccc1C(=O)NCc1ccc(F)cc1 | 0 | -10 | -17 | 17 | -0.9 | -10 | 0 | -5 | -6 | -10
CCOC(=O)C(=CNc1ccc2c(c1)CCN2C(C)=O)C(=O)OCC | 2 | -3 | 50 | -50 | 0.5 | -14 | 3 | -4 | -6 | -6
N/C(=N\OC(=O)/C=C/c1ccccc1Cl)c1ccncc1 | -1 | -8 | 4 | -4 | 0.7 | 30 | -6 | 3 | -6 | 5
Cc1cc(C)n(-c2ccc(Cl)c(C(=O)Nc3ccc(OC(F)(F)F)cc3)n2)n1 | -1 | 5 | -16 | 16 | 1.9 | 8 | -5 | -2 | -6 | 22
Cc1cccc(C)c1N(CC(=O)NCc1ccccc1)C(=O)c1csnn1 | -2 | 1 | -15 | 15 | 0.5 | 16 | -1 | . | -1 | 0
COc1ccc(Cl)cc1NC(=O)c1cnc2n(c1=O)CCS2 | -7 | -1 | -5 | 5 | -1.5 | 14 | -1 | . | -10 | -5
COc1ccc(CCC(=O)OCc2csc(CC(=O)Nc3ccccc3C)n2)cc1 | -3 | -6 | 3 | -3 | 0.4 | 3 | 0 | -3 | -6 | 0
CCCn1ccnc1SCC(=O)Nc1c(C)n(C)n(-c2ccccc2)c1=O | 0 | -7 | -36 | 36 | 2.0 | -11 | -4 | 0 | -9 | -5
O=C(O)c1ccccc1S(=O)(=O)CC(=O)N1CCCCC1 | -2 | 3 | . | . | 0.2 | 7 | -1 | -1 | 3 | -15
COC(=O)c1ccc(C(=O)Nc2cc(Cl)ccc2Cl)cc1NC(=O)c1ccc(N(C)C)cc1 | -1 | -9 | 48 | -48 | -1.2 | 32 | 0 | -3 | -3 | 7
COc1cc(/C=C/C(C)=NNc2ccccc2)ccc1O | -2 | -6 | 34 | -34 | 0.2 | 25 | 1 | 1 | 8 | 9
Nn1c(C2CCC2)nc2ccccc2c1=O | 3 | -6 | 1 | -1 | 0.6 | 46 | 0 | 1 | 2 | 1
CCOC(=O)C1(CCOc2ccccc2)CCN(Cc2cccc3c2OCO3)CC1 | -5 | 12 | 14 | -14 | 0.5 | -4 | -6 | 2 | -12 | -6
COC(=O)c1ccc(CNC(=O)CNc2cc(C(F)(F)F)ccc2N2CCOCC2)cc1 | -7 | -4 | 16 | -16 | -0.1 | 4 | 0 | -1 | 8 | -11
COc1cccc(C(=O)OCC(=O)c2c[nH]c3ccccc23)c1O | -1 | -10 | 23 | -23 | -1.0 | -12 | -7 | 4 | -2 | 7
CC(C)(C)c1[nH]nc2c1C(c1ccsc1)C(C#N)=C(N)O2 (configuration not stated) | -10 | -3 | 35 | -35 | 0.7 | -6 | 4 | 1 | -5 | -21
CCOc1ccc(-n2c(C)cc(/C=N/NC(=O)C(N)=O)c2C)cc1 | -3 | 0 | 13 | -13 | -0.1 | 4 | 0 | 5 | -10 | -1
Cc1cc(C)n(CCCC(=O)O)n1 | -5 | 8 | -23 | 23 | 0.7 | 4 | -1 | -1 | -2 | 10
COc1ccccc1NC(=O)CSc1nnc(-c2ccco2)n1Cc1ccco1 | -2 | -9 | 19 | -19 | -1.6 | -1 | 0 | 0 | 3 | -19
O=C(COc1ccc(S(=O)(=O)NC2CCCCC2)cc1)NCc1ccccn1 | -4 | 3 | 8 | -8 | -1.2 | 1 | 0 | 0 | -6 | 6
CC(=O)c1c(C)[nH]c(C(=O)COC(=O)c2c(C)noc2C)c1C | -1 | 5 | 7 | -7 | 1.7 | 6 | 1 | -2 | -10 | 3
COc1cc(C(=O)NNC(=S)Nc2ccc(S(N)(=O)=O)cc2)cc(OC)c1OC | 1 | 2 | 3 | -3 | 0.5 | 0 | -1 | 0 | 5 | -3
N#Cc1c(C(F)(F)F)cc(-c2ccccc2Cl)[nH]c1=O | 3 | 4 | -6 | 6 | 0.5 | 22 | 18 | . | 3 | -8
CCO[C@H]1OC(C(=O)N2CCN(C)CC2)=C[C@@H](C2CC2)[C@@H]1CCCO | -2 | -7 | -13 | 13 | 1.2 | 1 | -1 | . | 2 | 17
O=C(NCc1nnc2c(C(F)(F)F)cc(Cl)cn12)C1CCCC1 | -9 | -2 | -25 | 25 | -0.7 | -1 | -2 | -1 | -8 | -13
CN(CC1CCCO1)S(=O)(=O)c1ccc(C(=O)N2CCN(c3ccccc3)CC2)cc1 (configuration not stated) | -3 | -14 | -21 | 21 | 2.1 | 11 | 0 | -1 | -20 | -17
CCNc1ccccc(C(=O)/C=C/c2ccc3c(c2)OCO3)c1=O | -3 | 4 | -16 | 16 | 0.5 | 33 | 10 | 66* | -2 | -6
CCOC(=O)/C=c1\s/c(=C\c2ccc(C)cc2)c(=O)n1CC(=O)NCc1ccco1 | 0 | 2 | -2 | 2 | -4.6 | 43 | 2 | -2 | -5 | -8

A different layout for part of the listing above:
compound	Keap1-Nrf2 PPI	PKA-R2B activ	SR-BI DiI inh	SR-BI uptake up	C-LANA FP	Arr AP2 block	DAGLB inh	NSD2 inh	Cardiac RTF inh	PvdQ inh
COc1ccc(Cl)cc1NC(=O)c1cnc2n(c1=O)CCS2	-7	-1	-5	5	-1.5	14	-1	.	-10	-5
COc1ccc(CCC(=O)OCc2csc(CC(=O)Nc3ccccc3C)n2)cc1	-3	-6	3	-3	0.4	3	0	-3	-6	0

Going on with the list:
SMILES | Keap1-Nrf2 PPI | PKA-R2B activ | SR-BI DiI inh | SR-BI uptake up | C-LANA FP | Arr AP2 block | DAGLB inh | NSD2 inh | Cardiac RTF inh | PvdQ inh
Cc1c(C(=O)N2CCC(C(N)=O)CC2)oc2ccc(Br)cc12 | 1 | -2 | -5 | 5 | -0.3 | 0 | 2 | -5 | -4 | -7
CC(=O)Nc1ccc(S(=O)(=O)Nc2nccc(/C=C/c3ccccc3F)n2)cc1 | 2 | -4 | -13 | 13 | -0.1 | 8 | 2 | 4 | -12 | -11
CCOc1cc2[nH]c(=S)n(CCCN3CCOCC3)c(=O)c2cc1OCC | 0 | -6 | -15 | 15 | 0.1 | 2 | -1 | -1 | -6 | -6
c1ccc(-c2ccc3c(n2)CCCO3)cc1 | 0 | -3 | -12 | 12 | -4.5 | 2 | -2 | . | 1 | 4
Cc1cccc(C)c1OCCNC(=O)c1ccc2ccccc2n1 | 2 | 1 | 27 | -27 | 0.2 | 2 | -20 | 0 | -7 | 14
CCCc1cc(=O)[nH]c(SCC(=O)N2CCN(S(=O)(=O)c3ccc(Cl)cc3)CC2)n1 | -5 | 9 | -11 | 11 | -1.0 | 12 | 6 | -4 | -21 | -10
CCOC(=O)N1CCN(CCC(=O)Nc2ccc(C)c(Br)c2)CC1 | -4 | 0 | 7 | -7 | -1.3 | 28 | -5 | 2 | -3 | 2
CC(=O)NC(CC(=O)OCC(=O)N1c2ccccc2NC(=O)C1(C)C)c1ccccc1 (configuration not stated) | -3 | 7 | 5 | -5 | 1.2 | 6 | -1 | 0 | -5 | -14
Clc1ccc2nc(-c3ccccc3)c(CN3CCOCC3)n2c1 | 2 | -5 | 4 | -4 | -0.4 | 40 | 0 | 18 | -10 | -1
COC(=O)C1=CN(Cc2ccc(OC)c(OC)c2)C=C(C(=O)OC)C1c1cccc(OC)c1OC | 1 | -1 | -11 | 11 | 0.4 | 30 | -4 | . | 3 | 9
Cc1onc(-c2ccccc2)c1C(=O)NNC(=O)c1ccccc1Br | 0 | -9 | -1 | 1 | 0.5 | 1 | -1 | 0 | -5 | 10
Cc1c(Cl)cccc1NC(=O)C1COc2ccccc2O1 (configuration not stated) | -3 | 2 | -20 | 20 | 1.3 | 40 | -14 | -8 | 8 | -2
COc1cc2cnncc2cc1OC | 1 | 0 | 7 | -7 | 0.0 | -13 | -3 | -5 | -9 | -16

Assay outcomes from PubChem BioAssay.

Rows were taken by chance (roughly 2.1% active in at least one column).
